DT40 TDP1 CPT: growth inhibition of DT40 Tdp1-/-;hTDP1 cells with camptothecin (screen for TDP1 inhibitors) | chicken DT40 Tdp1-/-;hTDP1 cells + 20 nM CPT, ATP luminescence, 48 h | Potency, µM (top dose mostly 46.2 µM), inactives show top-dose activity change, negative = growth inhibition, hits mostly inhibitors | 12% of 420,000 active | AID 686979; further: nearly all actives have a fitted effect of over 55% in size
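Chicken DT40 Tdp1-/- cells stably complemented with human TDP1 were seeded at 400 cells/well in medium containing 20 nM camptothecin, exposed to pin-transferred compounds, and grown at 37 °C for at least 48 hr. Viability was read as ATP luminescence.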
DT40 TDP1 no CPT: qHTS for Inhibitors of human tyrosyl-DNA phosphodiesterase 1 (TDP1): qHTS in cells in absence of CPT | DT40 Tdp1-/- hTDP1 cells, no CPT, ATP luminescence, 48 h | Potency, µM (titrated, usually from 46.2 µM), for the others: at the top dose activity change, negative = growth inhibition, hits mostly inhibitors | 15% of 420,000 active | AID 686978, 2013; further: nearly all actives have a fitted effect of over 55% in size
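DT40 Tdp1-/-;hTDP1 cells, no CPT (DMSO vehicle only), 400 cells/well; compounds pin-transferred; ≥48 hr, 37 °C; CellTiter-Glo 30 min RT dark, luminescence read.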
TDP1 block: inhibitors of human tyrosyl-DNA phosphodiesterase TDP1; AID 485290; Potency, µM (titrated, usually from 130 µM), inactives show at the highest dose activity change, negative = inhibition, hits mostly inhibitors; recombinant TDP1, AlphaScreen DNA substrate cleavage; 0.28% of 350,000 active; further: nearly all actives have a fitted effect of over 40% in size
Target sequence (Q9NUW8 whole entry, looked up): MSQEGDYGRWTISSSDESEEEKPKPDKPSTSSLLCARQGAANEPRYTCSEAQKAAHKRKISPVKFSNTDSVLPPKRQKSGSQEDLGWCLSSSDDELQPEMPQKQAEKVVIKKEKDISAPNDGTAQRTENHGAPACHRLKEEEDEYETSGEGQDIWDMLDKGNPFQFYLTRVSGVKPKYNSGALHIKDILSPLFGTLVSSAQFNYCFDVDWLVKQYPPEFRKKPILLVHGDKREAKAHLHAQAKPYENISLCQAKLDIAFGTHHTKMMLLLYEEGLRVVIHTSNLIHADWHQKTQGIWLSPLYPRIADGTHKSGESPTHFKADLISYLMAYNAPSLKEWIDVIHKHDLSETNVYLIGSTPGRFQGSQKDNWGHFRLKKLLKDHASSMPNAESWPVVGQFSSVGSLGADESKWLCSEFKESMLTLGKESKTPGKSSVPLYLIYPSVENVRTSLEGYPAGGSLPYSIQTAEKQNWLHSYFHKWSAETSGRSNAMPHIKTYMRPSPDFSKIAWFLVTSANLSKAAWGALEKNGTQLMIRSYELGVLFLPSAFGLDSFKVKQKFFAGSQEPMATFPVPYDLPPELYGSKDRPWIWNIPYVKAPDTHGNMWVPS
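Recombinant human Tdp1 (E. coli-expressed, 1 nM final) preincubated with compounds 15 min at room temperature, then 5'-biotin/3'-phosphotyrosine-FITC DNA substrate (15 nM final) added for 5 min. AlphaScreen beads (10 ug/ml final) added 10 min; cleavage lowers signal.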
An asterisk follows results filed as active; ? = inconclusive; nt = not tested or not shown; [ ] = another dose, or the depositor's remark. The call rests on the fitted dose curve; in most records, active means well fitted curve in the direction sought with a large enough effect; inconclusive means small, poorly fitted or top-dose-only effect, or another doubt; inactive means no such curve, though single readings can be large; an effect the other way counts as inactive or inconclusive. On the % scale 0 is the no-effect control and ±100 the full control effect; potency means the concentration at half of the fitted maximal effect.

Molecule | DT40 TDP1 CPT | DT40 TDP1 no CPT | TDP1 block
N#CC1=C(S)N(c2ccccc2)C(c2ccc(-c3ccc(Cl)c(Cl)c3)o2)NC1=O (stereo not drawn) | -28% | ? | 9%
CCOC(=S)SCC(=O)N1CCc2cc(OC)ccc2C1C1C(=O)CCCC1=O (stereo not drawn) | ? | 18µM* | nt
COc1ccc(C(=O)C2C(c3ccc(-c4ccccc4[N+](=O)[O-])o3)NC(=O)NC2(O)C(F)(F)F)cc1 (stereo not drawn) | 21µM* | 18µM* | 3%
CCCCCc1c(-c2ccc(F)cc2F)ncn1CCc1ccccc1OC | ? | 21µM* | nt
Cc1c(Cl)cccc1NC(=O)CCn1c(=O)c2cccn2c2ccccc21 | ? | 16µM* | 0%
COc1ccc(-n2nc(C(=O)N3CCC(C)CC3)c3c4ccccc4n(C)c3c2=O)cc1Cl | ? | ? | -2%
Cc1noc(C)c1COC(=O)CNC(=O)c1cccc(F)c1 | 9% | 8% | 5%
O=S1(=O)N[C@@H](c2ccccc2)COc2cc(Br)ccc21 | -16% | ? | nt
CC(C)(C)CN1CCNC(=O)C1CC(=O)NCCc1cnn(-c2ccccc2)c1 (stereo not drawn) | -3% | 3% | 5%
O=C(CC1C(=O)NCCN1C(=O)Nc1ccccc1)Nc1cccc(Cl)c1 (stereo not drawn) | 0% | 8% | 1%
CS(=O)(=O)NN1C(=O)c2ccccc2NC12CCCC2 | -1% | 4% | 0%
O=C(CCCN1C(=O)/C(=C\c2cccs2)SC1=S)Nc1cc([N+](=O)[O-])ccc1O | ? | ? | 4%
Cc1cccc(C(=O)Nc2ccccc2OCc2cc(=O)n3ccccc3n2)c1 | -11% | -12% | 3%
CCCCC(=O)Nc1nc2c(OC)ccc(OC)c2s1 | -27% | -4% | 4%
COc1cc(-c2c(CCO)sc3ccccc23)cc(OC)c1OC | 6.5µM* | 6.5µM* | nt

Molecule | DT40 TDP1 CPT | DT40 TDP1 no CPT | TDP1 block
CCOC(=O)/C(Sc1nc(-c2ccccc2)cc(-c2ccccc2)c1C#N)=C(\C)O | -23% | 29µM* | nt
CCc1cccc(NC(=O)Cn2cc(C=O)c3ccccc32)c1 | 9.2µM* | 10µM* | 1%
O=C(CSCc1ccc(C(=O)O)cc1)Nc1ccccc1 | 3% | 14% | 2%
COc1ccccc1N(CC(=O)NC(C)(C)C)C(=O)CCC(=O)Nc1ccccn1 | -6% | 17% | 2%
CCOc1ccc(C(=O)NC(=S)Nc2ccccc2N2CCC(C)CC2)cc1[N+](=O)[O-] | ? | 16µM* | 9%
CCC1CCCCN1CCCNC(=O)Cn1cnc2sc(C)c(S(=O)(=O)N3CCC(C)CC3)c2c1=O (stereo not drawn) | 18% | -3% | 10%
CCCCC1CCCOC(C(=O)NCCNCCO)(C(F)(F)F)C1 (stereo not drawn) | -8% | 3% | 10%
c1cnc2c(-c3ccc4nccn4c3)cccc2c1 | -14% | -13% | nt
O=C(CSc1ccccn1)N/N=C/C=C/c1ccccc1 | -11% | -21% | 3%
Cc1cc(C)cc(NC(=O)CCn2c(=O)c3cccn3c3ccccc32)c1 | 5.8µM* | 8.2µM* | 4%
Cc1cc(C)cc(-n2ccnc2SCC(=O)Nc2nc3ccc(C)cc3s2)c1 | -26% | -13% | 9%
CCOC(=O)c1nnn(-c2nonc2N)c1CNc1ccc(C)c(Br)c1 | ? | ? | -1%
CC(=O)Nc1cccc(NC=C(C#N)C#N)c1 | -1% | -14% | 5%
COC(=O)c1cc(NS(=O)(=O)c2ccc(N3CCOCC3)c([N+](=O)[O-])c2)cc(C(=O)OC)c1 | -10% | -18% | 3%
COc1ccc(N(C(C)=O)c2nc(C)cc(C)c2C#N)c(OC)c1 | 15% | 12% | 0%

Molecule | DT40 TDP1 CPT | DT40 TDP1 no CPT | TDP1 block
c1ccc(-c2nccnc2-c2ccccc2)cc1 | 9% | ? | 3%
Cc1noc2ncnc(NCCc3ccccc3)c12 | 7.3µM* | 6.5µM* | 2%
CC(C)(C)c1ccc(S(=O)(=O)NC(=O)C2(C)CCN2C(=O)Cc2cccs2)cc1 (stereo not drawn) | 4% | 0% | nt
O=C(C[C@@H]1C/C=C/CC[C@H](Cc2ccc(F)cc2)C(=O)OCCNC1=O)N[C@H](CO)Cc1ccccc1 | 21µM* | 12µM* | 0%
CC(=O)c1ccc(OCC(O)CN2C(C)(C)CC(O)CC2(C)C)cc1 (stereo not drawn) | 7% | 12% | 6%
CCCNC(=O)c1c(CSc2ccc(Cl)cc2)noc1C(=O)NCc1ccccc1 | ? | ? | nt
O=C(NC(=S)NC1CCSC1=O)c1ccccc1 (stereo not drawn) | -4% | -3% | 3%
COc1cccc(OC)c1OCCCCN1CCCCC1 | -7% | 7% | nt
Cc1c2cnn(CC(=O)NCc3ccc(F)cc3)c(=O)c2c(C)n1Cc1ccccc1Cl | ? | ? | -8%
N/C(=N\OC(=O)COc1ccccc1Cl)c1ccc(Cl)cc1 | -16% | ? | -10%
CC(Sc1nnc(COc2ccc(Cl)cc2)n1Cc1ccccc1)C(=O)O (stereo not drawn) | 3% | 7% | -5%
Cc1cc(C(=O)NCC2Cc3cccc(-c4cncnc4)c3O2)c(C)o1 (stereo not drawn) | 6%[9.04 µM] | 0% | nt
Cc1nn(C(C)C(=O)N2CCN(c3ccc(F)cc3)CC2)c(=O)c2c1sc1ccccc12 (stereo not drawn) | -20% | -24% | 6%
CCc1ccc(NC(=O)CN(c2ccc(C)cc2)S(=O)(=O)c2cccs2)cc1 | -17% | -19% | -2%
COC(=O)c1ccccc1NC(=O)Cn1nc(C)c2nn(-c3ccc(Cl)cc3)c(C)c2c1=O | 21µM* | 26µM* | 3%

Molecule | DT40 TDP1 CPT | DT40 TDP1 no CPT | TDP1 block
Cc1cc(NC(=O)CCCN2C(=O)c3cccnc3C2=O)no1 | 21µM* | 26µM* | 7%
Cc1ccc2c(CC(=O)Nc3c(C)n(C)n(-c4ccccc4)c3=O)coc2c1 | 4% | 2% | 2%
CCCCn1c(N)c(N(Cc2ccccc2OC)C(=O)COc2cc(C)ccc2Cl)c(=O)[nH]c1=O | 1% | 9% | -4%
CN(C(=S)NC(=O)C12CC3CC(CC(C3)C1)C2)c1ccc(O)cc1 | 5.8µM* | 4.6µM* | 4%
Cc1ccc2cccc(SCC(=O)NCC#N)c2n1 | -2% | -6% | 3%
CCc1ccc(NC(=O)C(=O)N/N=C(\C)CC(=O)Nc2ccccn2)cc1 | -16% | -2% | nt
COC(CNC(=O)c1ccc2c(c1)ncn2-c1cccc(C)c1)OC | -3% | -22% | nt
CCc1ccc2oc(C(=O)Nc3cc(Cl)ccc3OC)cc(=O)c2c1 | -1% | 8% | 5%
COc1ccc(CCNC(=O)CSC2=NS(=O)(=O)c3cc(F)ccc3N2)cc1OC | -11% | ? | nt
CCOc1ccccc1NC(=O)Cn1c(=O)n(Cc2cccs2)c(=O)c2cccnc21 | 2% | -6% | -5%
O=C(O)c1ccc(Cl)c(S(=O)(=O)NC(Cc2ccccc2)C(=O)O)c1 (stereo not drawn) | -8% | -15% | 2%
COc1ccc2[nH]c3c(c2c1)CCn1c-3nc2ccccc2c1=O | -14% | -29% | 4%
CC(=O)NN1C(=O)c2ccccc2NC1c1ccoc1 (stereo not drawn) | -5% | 1% | 2%
CC1c2nc3ccccc3n2C(CC(=O)NCc2ccccn2)C(=O)N1Cc1ccccc1 (stereo not drawn) | -7% | -9% | 2%
O=C(Oc1ccc(N2C(=O)CCC2=O)cc1)c1ccccc1 | 1% | -6% | 7%

SMILES	DT40 TDP1 CPT	DT40 TDP1 no CPT	TDP1 block
Cc1cccc(NC(=O)CSCC(=O)Nc2cccc(S(=O)(=O)N3CCCCCC3)c2)c1	-27%	?	0%
COc1ccc(C(C(=O)Nc2ccc(F)cc2)N2CCN(c3ccncc3)CC2)cc1 (stereo not drawn)	11%	?	nt
COc1ccc2nc(C3CCCCC3)c3c(c2c1)CCC3	?	?	nt
Cc1cccc(C2c3[nH]c4ccccc4c3CCN2C(=O)c2cc(CC(C)C)nc(C)n2)n1 (stereo not drawn)	-16%	-7%	3%
O=C(CCC1N=C2c3ccccc3N=C(SCC(=O)Nc3ccc(F)cc3)N2C1=O)NCc1cccs1 (stereo not drawn)	15µM*	15µM*	4%
Cc1c(NC(=O)c2cccc(NC(=O)Cc3ccccc3Cl)c2)c(=O)n(-c2ccccc2)n1C	-2%	-10%	nt
Cc1nn(Cc2ccc(Cl)cc2)c(=O)n1N(C)c1ncc(C(F)(F)F)cc1Cl	21µM*	21µM*	2%
CCOC(=O)c1ccc(NC(=O)CCN2C(=O)C3CC=CCC3C2=O)cc1 (stereo not drawn)	-3%	-15%	4%
Cc1cc(C(=O)OCC(=O)Nc2ccc(F)c(F)c2F)c(C)o1	?	?	-5%
Cn1cccc1C(=O)N1CCC[C@@]2(CCN(c3ncccn3)C2)C1	5%	-4%	nt
COCCCN1CC(=O)N2C(c3ccccc3)c3[nH]c4ccccc4c3C[C@H]2C1=O (stereo partly drawn)	8%	4%	nt
CN(C(=O)COC(=O)CSc1ccccc1)c1c(N)n(Cc2ccccc2)c(=O)[nH]c1=O	6%	-4%	nt
O=C(COc1ccc(Cl)cc1)NCc1nnc(SCC(=O)NC2CCCCC2)o1	-13%	-27%	-6%
Cc1ccc(NC(=O)Cn2nc(-c3ccncc3)ccc2=O)cc1Cl	?	?	5%
Nc1ccc(S(=O)(=O)NCc2ccccn2)cc1	13%	0%	nt
C(=Nc1ccc(/C=C/c2ccnc3ccccc23)cc1)Nc1ccc(/C=C/c2ccnc3ccccc23)cc1	10µM*	8.9µM*	nt
CS(=O)(=O)c1ccc(Cl)c(NC(=O)COC(=O)c2c(Cl)cccc2Cl)c1	0%	-5%	3%
Cc1cccc(NC(=O)CNC(=O)c2ccco2)n1	8%	-2%	1%
CC(=O)Nc1ccc(NC(=O)N2CCOCC2)cc1	-9%	-2%	nt
COc1ccc(C(=O)N/N=C(/C)c2cccc(NC(=O)c3ccncc3)c2)cc1OC	?	-28%	2%
COc1cc(NS(=O)(=O)c2ccc(NC(=O)c3cccc(F)c3)cc2)nc(OC)n1	-18%	-16%	1%[2.28 µM]
Cc1nn(-c2ccccc2)c(C)c1NC(=O)COC(=O)c1ccccc1OC(F)F	0%	17%	1%
Cc1cc(C)nc(N2CCCC(C(=O)NCc3cccc(C(F)(F)F)c3)C2)n1 (stereo not drawn)	?	?	-1%
Cn1nc(C(=O)Nc2cccnc2)c2ccccc2c1=O	?	?	1%
CCc1ccc2c(c1)NC(=O)C2(C)Cc1ccccc1Cl (stereo not drawn)	?	?	nt

Looked up by structure from the list above (5):
SMILES	DT40 TDP1 CPT	DT40 TDP1 no CPT	TDP1 block
COc1ccc(C(=O)C2C(c3ccc(-c4ccccc4[N+](=O)[O-])o3)NC(=O)NC2(O)C(F)(F)F)cc1 (stereo not drawn)	21µM*	18µM*	3%
CCCCn1c(N)c(N(Cc2ccccc2OC)C(=O)COc2cc(C)ccc2Cl)c(=O)[nH]c1=O	1%	9%	-4%
Cc1cccc(NC(=O)CSCC(=O)Nc2cccc(S(=O)(=O)N3CCCCCC3)c2)c1	-27%	?	0%
c1cnc2c(-c3ccc4nccn4c3)cccc2c1	-14%	-13%	nt
Cc1c(NC(=O)c2cccc(NC(=O)Cc3ccccc3Cl)c2)c(=O)n(-c2ccccc2)n1C	-2%	-10%	nt

Next section.
SMILES	DT40 TDP1 CPT	DT40 TDP1 no CPT	TDP1 block
O=C(C[C@H]1C(=O)N(c2ccccc2)C[C@@H]1Cc1ccccc1)Nc1ccc(Br)cc1	13µM*	9.2µM*	nt
CCN(C(=O)c1cn(C)c(=O)c2ccccc12)c1ccccc1F	-1%	-1%	nt
COc1ccc(N(CCCN2C(=O)c3cccc4cccc(c34)C2=O)C(=O)c2cccs2)cc1	?	?	3%
O=C(NCCc1ccccc1)C(=O)c1c[nH]c2ccccc12	-16%	-9%	nt
Cc1ccc(N(C)S(=O)(=O)c2ccc(C)cc2)cc1	?	?	-7%
CC(Sc1nnnn1-c1ccccc1)C(=O)NC1CCCC1 (stereo not drawn)	-6%	-12%	1%
CCN(C(=O)CSc1nc2scc(-c3ccccc3)c2c(=O)n1C)C1CCS(=O)(=O)C1 (stereo not drawn)	-23%	7%	-3%
CCc1cc2c(=O)c(-c3nc4ccccc4n3C)c(COCC(=O)O)oc2cc1OC(=O)C(C)(C)C	-18%	-7%	8%
Cc1cc(-c2ccccc2)n2ncc(-c3ccccc3)c2n1	-17%	-22%	-8%

From PubChem BioAssay

Hits appear at their usual frequency, and some 18% of all compounds hit somewhere here.
